Compound activity from PubChem BioAssay.
Bim-Bcl-B = inhibitors of Bim-Bcl-B binding, primary screen, biochemical, multiplexed, human Bcl-2 family | Bcl-2-like protein 10 (Homo sapiens), Q9HD36 | bead-based flow cytometry, Bim peptide-Bcl-B binding | inhibition, % at 10 µM | 0.073% of 190,000 active | AID 951, 2007;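 also: 0% = tracer peptide without compound and 100% = reference inhibitor peptide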
Target sequence (Q9HD36 whole entry, looked up): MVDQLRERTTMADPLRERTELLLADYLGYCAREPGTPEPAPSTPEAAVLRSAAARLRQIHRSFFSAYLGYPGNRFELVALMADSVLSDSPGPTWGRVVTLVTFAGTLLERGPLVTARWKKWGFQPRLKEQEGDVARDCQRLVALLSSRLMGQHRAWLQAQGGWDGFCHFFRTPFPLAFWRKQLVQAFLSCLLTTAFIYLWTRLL
GSH bead fluor = compound fluorescence on glutathione beads, profiling panel, artefact control, biophysical, 488/530 nm, flow cytometry; GSH beads flow cytometry, compound fluorescence 488/530 nm; active compounds read high; fluorescence (KMESF) at 10 µM; AID 1776, 2009; 0.25% of 190,000 active; in the data active = fluorescence above about 89;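 also: glutathione beads carrying GST-tagged Bcl family fusion proteins plus one bare bead set; values are compound well signal with DMSO vehicle wells as background; inactives centre near 16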
Bim-Bcl-XL = inhibitors of Bim-Bcl-XL binding, primary screen, biochemical, multiplexed, bead flow cytometry, human Bcl-XL | Bim peptide-Bcl-XL binding, fluorescence | AID 1007, 2008 | inhibition, % at 10 µM | 0.04% of 190,000 active | Bcl-2-like protein 1 (Homo sapiens), Q07817
Target sequence (Q07817 whole entry, looked up): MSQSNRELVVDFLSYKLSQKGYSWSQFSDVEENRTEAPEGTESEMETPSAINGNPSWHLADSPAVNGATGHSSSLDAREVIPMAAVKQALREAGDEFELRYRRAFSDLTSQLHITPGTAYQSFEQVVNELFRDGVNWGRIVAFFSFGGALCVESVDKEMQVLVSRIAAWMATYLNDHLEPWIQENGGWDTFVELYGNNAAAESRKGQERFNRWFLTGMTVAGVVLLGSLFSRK
Bim-Bcl-W = inhibitors of Bim binding to Bcl-W, primary screen, biochemical, multiplexed, bead-based flow cytometry; inhibition, % at 10 µM; 0.02% of 190,000 active; Bcl-2-like protein 2 (Homo sapiens), Q92843; Bim peptide-Bcl-W binding;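 also: 0% = bound tracer without compound and 100% = peptide blocker; higher means less fluorescent Bim peptide bound to Bcl-W beads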
Target sequence (Q92843 whole entry, looked up): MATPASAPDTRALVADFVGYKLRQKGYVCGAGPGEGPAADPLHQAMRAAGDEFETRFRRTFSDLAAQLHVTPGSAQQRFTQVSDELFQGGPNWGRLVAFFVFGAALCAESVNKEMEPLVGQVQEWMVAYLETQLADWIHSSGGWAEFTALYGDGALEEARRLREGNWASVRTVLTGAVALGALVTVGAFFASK
RGS7-Gao reg = RGS7-Galphao binding modulators, primary screen, biochemical, multiplexed bead flow cytometry; Guanine nucleotide-binding protein G(o) subunit alpha (Homo sapiens), P09471; 0.35% of 220,000 active; binding response (% of control), % at 10 µM; AID 1439, 2008; actives lie on both sides; in the data active = binding response below about 49% or above about 150%; inconclusive = no clear call, values can overlap the other calls; inactive = in between;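 also: fluorescent Galphao held in activated GDP-AlF4 state binding bead-coupled RGS7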
Bfl-1 Bim block = inhibitors of Bim binding to Bfl-1, primary screen, biochemical, multiplexed, bead-based flow cytometry; Bim-Bfl-1 binding inhibition; inhibition, % at 10 µM; 0.12% of 190,000 active; Bcl-2-related protein A1 (Homo sapiens), Q16548; AID 1008, 2008;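 also: 0% = wells without compound plus tracer and 100% = blocker peptide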
Bim-Bcl-2 = inhibitors of Bim-Bcl-2 binding, primary screen, biochemical, multiplexed, human Bcl-2 family | Bead-based flow cytometry, Bim peptide-Bcl-2 binding | AID 950, 2007 | 0.06% of 190,000 active | inhibition, % at 10 µM | Apoptosis regulator Bcl-2 (Homo sapiens), P10415; in the data active = inhibition above about 40%; inconclusive = no clear call, values can overlap the other calls;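 also: 0% = no compound wells with probe peptide and 100% = reference peptide inhibitor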
Target sequence (P10415 whole entry, looked up): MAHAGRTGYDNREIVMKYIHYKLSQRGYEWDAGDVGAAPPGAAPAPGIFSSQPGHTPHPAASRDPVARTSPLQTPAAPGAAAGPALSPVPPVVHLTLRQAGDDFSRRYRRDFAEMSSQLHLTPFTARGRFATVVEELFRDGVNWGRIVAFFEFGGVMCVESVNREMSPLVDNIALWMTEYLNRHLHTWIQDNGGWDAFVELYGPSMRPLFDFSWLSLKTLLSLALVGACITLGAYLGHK
RGS8-Gao = RGS8-Galphao binding modulators, primary screen, biochemical, multiplexed bead flow cytometry; response (percent of control binding), % at 10 µM; 0.34% of 220,000 active; actives lie on both sides; in the data active = response below about 60% or above about 140%; inactive = in between;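 also: Galphao activated as the GDP aluminium fluoride complex binding bead-coupled RGS8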
Mcl1 Bid PPI = Mcl-1/Bid binding inhibitors, primary screen, biochemical, TR-FRET, 1536-well; Induced myeloid leukemia cell differentiation protein Mcl-1 (Homo sapiens), Q07820; TR-FRET Mcl-1/Bid-Dy647 peptide binding; inhibition, % at 21.7 µM; 0.97% of 220,000 active; AID 1021, 2008;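 active = compounds that cut the binding signal by more than half at the single screening dose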;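 also: His-tagged Mcl-1 with europium anti-His antibody binding Bid BH3 peptide; 0% = Mcl-1 plus peptide wells and 100% = peptide-only wells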
Bim-Mcl-1 = inhibitors of Bim peptide binding to Mcl-1, primary screen, biochemical, bead-based flow cytometry, multiplex; Induced myeloid leukemia cell differentiation protein Mcl-1 (Homo sapiens), Q07820; 0.1% of 190,000 active; Bim peptide-Mcl-1 binding; inhibition, % at 10 µM;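 also: 0% = no compound tracer wells and 100% = peptide blocker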
RGS4-Gao reg = modulators of RGS4 binding to Galphao, primary screen, biochemical, multiplexed bead flow cytometry; Guanine nucleotide-binding protein G(o) subunit alpha (Homo sapiens), P09471; actives lie on both sides; binding response (% of control), % at 10 µM; 0.33% of 220,000 active; in the data active = binding response below about 49% or above about 150%; inactive = in between;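 also: fluorescent Galphao activated with aluminum fluoride binding bead-coupled RGS4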
Numbers without * were called inactive; ? = inconclusive; / = no result given; & = joins results of further samples. Rule as the data show it, unless noted: active = inhibition above about 40%.

SMILES | Bim-Bcl-B | GSH bead fluor | Bim-Bcl-XL | Bim-Bcl-W | RGS7-Gao reg | Bfl-1 Bim block | Bim-Bcl-2 | RGS8-Gao | Mcl1 Bid PPI | Bim-Mcl-1 | RGS4-Gao reg
O=C(Nc1ccccn1)c1ccc(CN(c2ccccc2)S(=O)(=O)c2ccccc2)cc1 | -2 | 25 | 0 | 2 | 101 | -7 | 0 | 103 | -1 | 0 | 103
Cc1ccc2oc(=O)c3cnn(CC(=O)N(CCN(C)C)Cc4ccco4)c3c2c1 | -5 | 13 | -2 | 0 | 89 | -9 | -7 | 93 | -26 | 0 | 90
CCn1nnc(NC(=O)COc2cc(C)ccc2C(C)C)n1 | 1 | 47 | 10 | 2 | 98 | 1 | 1 | 97 | 9 | 1 | 95
Clc1ccc(-c2ccc(/C=N/Nc3nncc(-c4ccccc4)n3)o2)cc1 | 0 | 19 | 0 | -1 | 99 | 0 | 0 | 99 | -25 | -1 | 99
Cc1c(N/C=C/C(=O)c2ccc(Cl)cc2)c(=O)n(-c2ccccc2)n1C | 0 | 8 | -3 | -2 | 91 | 7 | 0 | 85 | -101 | -1 | 85
COc1cc(CSc2ncn[nH]2)c(OC)cc1CSc1ncn[nH]1 | -3 | 11 | -1 | -1 | 102 | -2 | -1 | 102 | -3 | 1 | 100
O=C(Nc1ccccc1CC[N+](=O)[O-])N1CCN(c2ccccc2)CC1 | 2 | 10 | 0 | -1 | 94 | -2 | -1 | 101 | -23 | 1 | 103
O=C(NCCC1=CCCCC1)c1ccc([N+](=O)[O-])cc1 | -11 | 19 | -9 | -6 | 99 | -13 | -4 | 102 | -17 | -3 | 103
O=C(Nc1ccc(OC(F)F)cc1)Nc1cccc(C(F)(F)F)c1 | -7 | 44 | -4 | 4 | 100 | -12 | -10 | 98 | 0 | 7 | 100
Cc1cc(Cl)c(OCCCn2cncn2)c(Br)c1 | -7 | 30 | -3 | -1 | 95 | -7 | -12 | 100 | 3 | -1 | 100
C=CCn1c(SCCCc2ccccc2)nc2c1c(=O)[nH]c(=O)n2C | -4 | 23 | -2 | 2 | 99 | -7 | -4 | 97 | 2 | 1 | 98
Cc1cc(C)c(NC(=O)COC(=O)CCc2ccc(S(=O)(=O)N3CCCCC3)cc2)c(C)c1 | -5 | 19 | -6 | -4 | 105 | -8 | -3 | 102 | -7 | 3 | 101
Cc1ccc(CN(C(=O)c2cc3ccccc3oc2=O)C2CCS(=O)(=O)C2)cc1 (stereo not drawn) | -2 | 19 | -1 | -2 | 98 | 0 | 1 | 104 | -1 | -1 | 99
Cc1cc(C)cc(OC(=O)CS(=O)c2ccc(C(F)(F)F)cc2[N+](=O)[O-])c1 (stereo not drawn) | -6 | 12 | 0 | 0 | 97 | -5 | -3 | 101 | 4 | 1 | 99
COC(=O)c1ccc(CNC(=O)c2ccc(COc3ccccc3)cc2)cc1 | -9 | 3 | -4 | -4 | 111 | 0 | 1 | 111 | -6 | -5 | 109
C=CCNC(=O)c1sccc1Oc1ccc(F)cc1[N+](=O)[O-] | -3 | 11 | -1 | -2 | ? | -3 | -2 | 98 | -27 | -3 | 97
N=c1sccn1CC(=O)Nc1cc(Cl)ccc1Oc1ccccc1 | -10 | 10 | -2 | 1 | 105 | -11 | -10 | 100 | 7 | -4 | 104
O=C(COC(=O)c1ccccc1SCC(=O)NC1CCCCC1)NC1CCCCC1 | 0 | 8 | 3 | 4 | 97 | -1 | 0 | 96 | -18 | 0 | 93
COC(=O)c1ccc(OC)c(CSc2nnc(COc3ccc(Cl)cc3)o2)c1 | -10 | 30 | -12 | -4 | 112 | -11 | -12 | 110 | 2 | -6 | 110
COc1ccc(S(=O)(=O)ON=C2CC(C)(C)N(C(C)=O)C(C)(C)C2)cc1 | -2 | 12 | 0 | 0 | 101 | -5 | -2 | 102 | -3 | 0 | 103
CC(=O)Nc1ccc(S(=O)(=O)NCCc2csc(C)n2)cc1 | / | 26 | / | / | 106 | / | ? | 98 | 7 | / | 95
O=C(/C=C/c1ccc(OCc2ccccc2)c(OCc2ccccc2)c1)c1cccnc1 | -9 | 16 | 0 | 0 | 88 | -7 | 0 | 98 | 5 | -1 | 92
CCn1cc(C(=O)OCC(=O)c2cc(C)n(-c3ccccc3F)c2C)c(=O)c2ccc(C)nc21 | -2 | 4 | 0 | -1 | 95 | 2 | 3 | 100 | -36 | 1 | 99
CCC1Sc2ccccc2N(CC(=O)NCCC2=CCCCC2)C1=O (stereo not drawn) | -2 | 18 | 0 | 6 | 101 | -9 | -1 | 106 | -7 | 2 | 101
Cc1ccccc1C(=O)N1CCC(C(N)=O)CC1 | -5 | 25 | -3 | -3 | 102 | -18 | -14 | 100 | 3 | -4 | 100
COc1ccc(S(=O)(=O)Nc2ccc(O)c3ccccc23)cc1 | -21 | 77 | -11 | -20 | 100 | -2 | -2 | 99 | -7 | -10 | 101
COc1ccc(NC(=O)CCN2CCCCC2)cc1 | -5 | 18 | -3 | -1 | 97 | -14 | 0 | 99 | -44 | 1 | 99
FC(F)(F)c1ccc(-c2noc(CN3CCCN(C4CCCCC4)CC3)n2)cc1 | 1 | 14 | -2 | 1 | 102 | 3 | 1 | 100 | -18 | -1 | 100
CNc1nc2sc3c(c2c(=O)n1C)CC(C)(C)SC3 | -5 | 24 | -6 | -4 | 93 | -19 | -13 | 96 | -23 | -4 | 99
NC(=O)c1cccc(S(=O)(=O)N2CC(c3ccccc3)CC2=O)c1 (stereo not drawn) | -5 | 21 | 0 | 1 | 101 | -8 | -9 | 98 | -17 | 2 | 99
CCCCCCn1c(N)c(C#N)c2ccc([N+](=O)[O-])cc2c1=O | -27 | 12 | 1 | -2 | 99 | -3 | 3 | 101 | -2 | 5 | 102
CC(=O)Nc1ccc(Cl)cc1C(=O)O | 2 | 23 | -3 | -3 | 103 | 0 | -3 | 102 | 8 | -5 | 103
CCOC(=O)c1ccc(NC(=O)NC(C)C2CCCO2)cc1 (stereo not drawn) | -4 | 28 | -5 | 0 | 103 | -8 | -5 | 103 | -21 | 0 | 101
CCOc1ccccc1CNC(=O)c1cc2oc3ccccc3c2n1CC | -7 | 30 | -2 | -4 | 101 | -10 | -13 | 108 | -102 | -3 | 104
CCOC(=O)C(NCCc1ccccc1)(NC(=O)CC)C(F)(F)F (stereo not drawn) | -4 | 11 | -6 | -2 | 98 | -1 | 0 | 101 | -12 | -5 | 100
Cc1ccc2oc(-c3cccc(NC(=S)NC(=O)c4cccs4)c3)nc2c1 | 0 | 15 | -7 | -5 | 99 | -3 | -4 | 91 | 30 | -1 | 102
Cc1ncc([N+](=O)[O-])n1CCO | -3&-2 | 20&70 | -1&-2 | 0&-2 | 96&94 | 0&0 | 1&-1 | 86&102 | 2&0 | -1&-2 | 93&99
CC(C)CC1=C/C(=C/c2ccc(-c3ccccc3)o2)C(=O)O1 | -6 | 22 | -5 | 0 | 87 | 3 | 0 | 93 | -35 | -2 | 87
O=C(NNc1nc(-c2ccc(Br)cc2)cs1)c1ccco1 | -2 | 12 | 0 | -1 | ? | -1 | -1 | 100 | -56 | 0 | 101
O=C(Nc1ccc(Cl)cc1)C1CCN(C(=O)NC2CCCCC2)CC1 | 1 | 11 | 0 | 1 | 92 | 2 | -2 | 101 | -35 | 1 | 89
CCN(CC)S(=O)(=O)c1ccc(NC(=O)CC(NC(C)=O)c2ccccc2)cc1 (stereo not drawn) | -8 | 28 | -7 | 0 | 99 | -14 | -12 | 101 | -3 | -1 | 101
COC(CNC(=O)Cn1ncc2ccsc2c1=O)OC | -6 | 35 | -5 | 2 | 100 | -15 | -7 | 100 | -16 | -2 | 101
c1cncc(C2OCC3(CO2)COC(c2cccnc2)OC3)c1 (stereo not drawn) | 4 | 16 | 2 | 0 | 93 | 3 | -1 | 91 | 2 | 0 | 90
O=C(Nc1ccc([N+](=O)[O-])c(NC(=O)C2CCCO2)c1)C1CCCO1 (stereo not drawn) | -5 | 4 | -4 | 0 | 100 | 5 | 3 | 99 | -67 | -3 | 100
CCN(CC)S(=O)(=O)c1ccc(N2CCCCC2)c(C(=O)Nc2ccccc2N2CCOCC2)c1 | -2 | 21 | 0 | -4 | 100 | -1 | -1 | 100 | 5 | -1 | 101
COc1ccc(CNC(=O)C2CC(c3ccc(F)cc3)=NO2)cc1 (stereo not drawn) | -2 | 77 | -2 | 0 | 101 | -7 | -3 | 102 | -6 | 0 | 103
Cn1c(=O)c2c(nc(Oc3ccc(-c4ccccc4)cc3)n2C)n(C)c1=O | -9 | 12 | 1 | 0 | 101 | -14 | -5 | 98 | 11 | -2 | 102
O=C(CSc1nc(-c2ccc(Cl)cc2)cs1)Nc1cccc([N+](=O)[O-])c1 | -1 | 15 | -5 | -6 | 110 | -3 | -6 | 110 | -21 | -8 | 92
COc1cc(SC)ccc1C(=O)Nc1ccccc1 | 3 | 34 | -2 | 1 | 96 | -1 | -3 | 100 | -14 | 3 | 97
C/C(=C/C(=O)O)C(=O)Nc1cccc(C(F)(F)F)c1 | -7 | 18 | 0 | 0 | 90 | -5 | 0 | 101 | 16 | 0 | 103
Cc1cc(Nc2ccccc2)n(-c2ccc(Br)cc2)n1 | -2 | 8 | 1 | 0 | 101 | 6 | 13 | 96 | -25 | -1 | 101
C[C@H](NC(N)=O)C(=O)OCC(=O)Nc1ccc(OC(F)F)cc1 | -3 | 12 | -3 | -1 | ? | -5 | 0 | 101 | -6 | 0 | 105
COC(=O)c1cccc(NC(=O)CCc2ccccc2)c1 | -6 | 7 | -4 | -4 | 99 | 1 | 0 | 97 | -11 | -3 | 98
O=C(NCCCn1ccnc1)Nc1ccc(Cl)cc1Cl | -7 | 45 | -6 | -2 | 108 | -5 | -6 | 108 | 2 | 0 | 106

An excerpt from above, reduced to Bim-Bcl-2:
Structure,Bim-Bcl-2
Cc1cc(Nc2ccccc2)n(-c2ccc(Br)cc2)n1,13
C[C@H](NC(N)=O)C(=O)OCC(=O)Nc1ccc(OC(F)F)cc1,0
COC(=O)c1cccc(NC(=O)CCc2ccccc2)c1,0
O=C(NCCCn1ccnc1)Nc1ccc(Cl)cc1Cl,-6
